Source: PubChem BioAssay
Rab9 prom act: activators of Rab9 promoter | Potency, µM (titrated, usually from 9.22 µM), for the others: top-dose activation, negative = inhibition, most hits filed as activators | Huh7 Rab9 promoter-luciferase reporter, luminescence, 24 h | hit rate 2.8% among 320,000; further: potency means the concentration at half of the fitted maximal effect; % of control where 0% means no effect; nearly all actives have a fitted effect of over 60% in size
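Cells were plated at 1500 per well in reduced-serum medium with 10% FBS and left 2 h. Compound in DMSO was then added for 24 h at 37 °C. Reporter signal was read by luminescence after 10 min with luciferase detection reagent.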
KCNH2 3.1 inh: blocks the human KCNH2 3.1 channel isoform. hit rate 0.95% among 340,000. AID 720553. U2OS KCNH2 3.1, thallium flux FluxOr; active compounds read low. activity change, % (tested at about 1.8 µM);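 active means maximum activity change below -70%; inconclusive means maximum activity change from -70% to -50%; inactive means maximum activity change above -50%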;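 further: thallium influx rate constant from kinetic fluorescence after stimulation buffer; on the % scale 0 is the no-effect control and ±100 the full control effect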
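Virally transduced U2OS (3.1 isoform, 4 h infection in dark at RT) → overnight 37 C → FluxOr + Red40 in HBSS/HEPES, 45 min → stimulation buffer, 2 min kinetic read → rate constant vs DMSO controls.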
Mito fusion act: blocks mitochondrial division or promotes mitochondrial fusion; S. cerevisiae fusion-defective mutant growth rescue, CellTiterGlo 48 h; Potency, µM (series often up to 46.1 µM), for the others: at the top dose growth rescue (activation), actives largely listed as activators; hit rate 0.23% among 320,000;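 further: potency means the concentration at half of the fitted maximal effect; % of control where 0% means no effect; nearly all actives have a fitted effect of over 45% in size; temperature-sensitive fusion mutants such as fzo1-1 at 37 °C on non-fermentable ethanol glycerol medium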
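S. cerevisiae fusion-defective temperature-sensitive mutants (e.g. fzo1-1, mgm1-5) grown 48 h at 37C in YPEG (ethanol/glycerol non-fermentable) medium with 23 nl compound per well; growth rescue read as CellTiterGlo luminescence.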
NPC1 promoter act: activates the NPC1 promoter; Potency, µM (highest dose often 9.22 µM), for the others: at the top dose activation, actives largely listed as activators; hit rate 2.4% among 320,000; Huh7 NPC1 promoter luciferase reporter, 24 h; AID 485313;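 further: potency means the concentration at half of the fitted maximal effect; % of control where 0% means no effect; nearly all actives have a fitted effect of over 60% in size; reporter is driven by a mutant NPC1 promoter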
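Quantitative HTS used a cell-based reporter: Huh7 cells stably bearing the NPC1 promoter upstream of luciferase were treated with compounds for 24 h, and promoter activation was read as luminescence.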
FLuc counter: firefly luciferase modulation, counter-screen for miR-21 project; P08659; purified FLuc, Km substrates, luminescence inhibition; Potency, µM (titrated, usually from 57.5 µM), for the others: top-dose activity change, negative = inhibition, usual class: inhibitors; hit rate 6.9% among 360,000; AID 588342;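 further: potency means the concentration at half of the fitted maximal effect; plate controls were vehicle for no effect and reference inhibitor for full effect; nearly all actives have a fitted effect of over 55% in size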
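Purified P. pyralis luciferase (10nM final) with 10uM D-luciferin and 10uM ATP (Km levels) in 50mM Tris acetate pH 7.5, 10mM Mg acetate, 0.01% Tween-20, 0.05% BSA; qHTS 6-point titration, ~60 µM downward; luminescence read.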
PKM2 act: PKM2 (human) enzyme activation | Potency, µM (top dose mostly 57.5 µM), for the others: at the highest dose activation, most hits filed as activators | hit rate 0.34% among 260,000 | P14618 | purified PKM2, Kinase-Glo ATP luminescence, activation; response scale: 0% is enzyme alone, no compound; further: potency means the concentration at half of the fitted maximal effect; on the % scale 0 is the no-effect control and ±100 the full control effect; nearly all actives have a fitted effect of over 55% in size
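Purified hPK-M2 (>95%) run at intermediate activity with 0.1 mM ADP and 0.5 mM PEP in 50 mM imidazole pH 7.2, KCl, MgCl2; 1 h room temperature. ATP formed read by Kinase-Glo luminescence; normalized to uninhibited and no-enzyme controls.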
MBNL1-CUG inh: MBNL1-poly(CUG) RNA binding inhibition; Q9NR56; hit rate 0.036% among 280,000; Potency, µM (titrated, usually from 57.5 µM), for inactives: at the highest dose activity change, negative = inhibition, actives largely listed as inhibitors; TR-FRET MBNL1-His/biotin-(CUG)12 binding, 665/545 ratio; AID 2675; active means well fitted inhibition curve with a large enough effect in the signal ratio, with a control signal flat, not every such curve was filed as active; inconclusive means small, poorly fitted or top-dose-only effect, or effect the other way, or a change in a side signal; inactive means no such curve, though single readings can be large or run the other way; the % refers to the signal ratio; further: potency means the concentration at half of the fitted maximal effect; on the % scale 0 is the no-effect control and ±100 the full control effect
Target sequence (Q9NR56 whole entry, looked up): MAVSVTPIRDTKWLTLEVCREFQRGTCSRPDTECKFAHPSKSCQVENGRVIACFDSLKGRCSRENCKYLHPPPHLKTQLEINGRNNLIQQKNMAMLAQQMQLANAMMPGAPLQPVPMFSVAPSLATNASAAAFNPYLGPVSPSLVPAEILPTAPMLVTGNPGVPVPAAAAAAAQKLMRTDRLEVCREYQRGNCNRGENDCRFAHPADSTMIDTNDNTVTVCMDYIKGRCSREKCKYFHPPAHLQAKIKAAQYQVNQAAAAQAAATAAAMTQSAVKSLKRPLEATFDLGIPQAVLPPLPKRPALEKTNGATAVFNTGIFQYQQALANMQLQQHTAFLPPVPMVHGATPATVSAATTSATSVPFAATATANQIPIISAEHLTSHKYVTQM
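TR-FRET between His-tagged MBNL1 and biotin-(CUG)12 RNA, detected with Tb anti-His antibody (0.055 ng/ul) and streptavidin-XL665 (5 nM), 60 min at room temperature. Compounds titrated 92 nM to 58 uM; 665/545 nm ratio normalized to buffer and complex controls.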
Menin-MLL TR inh: menin-MLL binding inhibition, Texas Red mutant peptide. Potency, µM (top dose mostly 61.6 µM), inactives show top-dose FP activity change, negative = inhibition, usual class: inhibitors. AID 1768. hit rate 0.23% among 270,000. Menin + Texas Red MLL mutant peptide, fluorescence polarization; active means well fitted inhibition curve with a large enough effect in the polarisation, with a control signal flat, not every such curve was filed as active; inconclusive means small, poorly fitted or top-dose-only effect, or effect the other way, or a change in a side signal; inactive means no such curve, though single readings can be large or run the other way; the % refers to the polarisation; further: potency means the concentration at half of the fitted maximal effect; % of control where 0% means no effect; many of its hits are not listed in these tables
Target sequence (O00255 whole entry, looked up): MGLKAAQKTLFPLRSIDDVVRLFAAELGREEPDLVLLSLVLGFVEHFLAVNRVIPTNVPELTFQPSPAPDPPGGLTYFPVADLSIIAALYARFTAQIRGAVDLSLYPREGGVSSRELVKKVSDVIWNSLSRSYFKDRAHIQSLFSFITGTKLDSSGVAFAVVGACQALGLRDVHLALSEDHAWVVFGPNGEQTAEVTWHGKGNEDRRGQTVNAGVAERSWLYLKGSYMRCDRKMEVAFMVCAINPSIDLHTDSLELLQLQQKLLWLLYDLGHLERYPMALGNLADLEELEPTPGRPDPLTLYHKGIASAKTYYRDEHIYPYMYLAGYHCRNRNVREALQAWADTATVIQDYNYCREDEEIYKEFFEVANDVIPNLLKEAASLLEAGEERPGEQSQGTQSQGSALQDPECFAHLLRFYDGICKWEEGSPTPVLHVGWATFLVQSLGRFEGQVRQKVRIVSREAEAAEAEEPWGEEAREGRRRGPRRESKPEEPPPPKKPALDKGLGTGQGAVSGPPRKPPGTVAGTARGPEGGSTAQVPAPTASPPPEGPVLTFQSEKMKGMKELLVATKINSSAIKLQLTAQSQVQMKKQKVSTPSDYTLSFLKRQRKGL
ELG1 repair inh: ELG1-dependent DNA repair inhibition | hit rate 2.3% among 330,000 | AID 504467 | Potency, µM (top dose mostly 46.1 µM), for inactives: at the top dose activity change, negative = inhibition, hits mostly inhibitors | HEK293T ELG1-luciferase reporter, luminescence, 16 h; DNA damage induced by 5-fluorouridine; further: potency means the concentration at half of the fitted maximal effect; on the % scale 0 is the no-effect control and ±100 the full control effect; nearly all actives have a fitted effect of over 55% in size
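Cells (2,000 per well) received 5-fluorouridine plus test compound or DMSO and were incubated 16 hr at 37 °C, 5% CO2. Luciferase activity was read by luminescence 30 min after ONE-Glo addition; signal suppression marked inhibition of damage-induced ELG1 function.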
VP16 counter: Gal4-VP16 reporter inhibition counter-screen; Drosophila S2 Gal4-VP16 UAS-luciferase, luminescence, 20 h; Potency, µM (highest dose often 53.6 µM), without a hit: at the top dose activity, negative = inhibition, most hits filed as inhibitors; hit rate 3.5% among 310,000;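 further: Gal4-VP16 expression switched on by copper sulfate through the metallothionein promoter; potency means the concentration at half of the fitted maximal effect; on the % scale 0 is the no-effect control and ±100 the full control effect; nearly all actives have a fitted effect of over 50% in size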
RORg inh: ROR gamma (mouse) transcription inhibition; P51450; Drosophila S2 Gal4-RORgamma UAS-luciferase reporter, 20 h; Potency, µM (doses to about 53.6 µM), inactives show top-dose activity change, negative = inhibition, most hits filed as inhibitors; hit rate 5.4% among 310,000; AID 2551; further: potency means the concentration at half of the fitted maximal effect; on the % scale 0 is the no-effect control and ±100 the full control effect; nearly all actives have a fitted effect of over 60% in size
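In this cell-based reporter format, copper sulfate (700 uM final) drives Gal4–ROR gamma fusion expression from a metallothionein promoter in Drosophila Schneider cells; compounds preincubated 1 hr, reporter read after 20 hr at ambient temperature.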
Starred values were filed as active, the others as inactive; ? = inconclusive; / = not tested or not shown; & = joins results of further samples; [ ] = dose if it differs, or a comment. Unless noted, the call rests on the fitted dose curve; in most records, active means well fitted curve in the direction sought with a large enough effect; inconclusive means small, poorly fitted or top-dose-only effect, or another doubt; inactive means no such curve, though single readings can be large; an effect the other way counts as inactive or inconclusive.

Order of values: KCNH2 3.1 inh	Rab9 prom act	NPC1 promoter act	VP16 counter	RORg inh	FLuc counter	Menin-MLL TR inh	Mito fusion act	ELG1 repair inh	MBNL1-CUG inh	PKM2 act
> Cc1ccc(C(=O)NCC(=O)NC2CCCC2)cc1
    -3.7	-0.4%	0.4%	25.9%	14.7%	2.5%	1.7%	-0.7%	8.8%	-7.2%	-2.3%
> COc1cccc(CN2CCNC(=O)C2CC(=O)NC2CCOCC2)c1OC (centres undefined)
    8.0	-6.5%	-2.3%	3.0%	-19.0%	1.3%	/	1.3%	9.5%	-6.5%	/
> COc1cc(C(=O)N(CCCO)Cc2cc3ccc(C)c(C)c3[nH]c2=O)cc(OC)c1OC
    -17.5	6.9%	-0.5%	1.6%	3.2%	-0.6%	12.7%	0.7%	13.5%	-11.8%	-6.1%
> Cc1ccc(C(=O)CCC(=O)NCc2ccccc2)cc1
    -4.8	-7.7%	0.6%	3.9%	3.4%	1.4%	2.9%	0.1%	2.3%	1.8%	-0.8%
> COCCn1c(-c2cccs2)nc2nc3ccccc3nc21
    16.0	2.6%	-0.9%	0.6%	-28.7%	?	/	5.6%	0.2%	?	-4.0%
> O=c1[nH]c2ccc(F)cc2[nH]c1=O
    -0.4	-0.5%	-4.3%	4.3%	7.6%	-1.3%	5.5%	0.4%	2.7%	5.7%	0.0%
> O=C(Oc1cccc(NC2=NS(=O)(=O)c3ccccc32)c1)c1cccnc1
    14.1	-2.8%	-1.8%	-5.4%	2.3%	?	30.7%[activator]	-3.2%	-6.8%	0.6%	1.6%
> CCOc1ccccc1NC(=O)C1Cc2ccccc2CN1S(C)(=O)=O (centres undefined)
    4.3	1.0%	-1.7%	1.0%	-0.4%	7.3%	-14.7%	3.8%	-2.8%	-5.2%	-1.1%
> COc1ccc(NC(=O)CC2C(=O)N(c3ccc(OC)cc3)C(=O)N2Cc2ccc(OC)c(OC)c2)cc1 (centres undefined)
    2.1	-3.9%	1.0%	7.4%	0.7%	1.9%&1.6%	-0.4%	5.6%	0.0%	-7.9%	0.0%
> CC(=O)c1ccc(N2CCN(C(=O)CN(C)S(=O)(=O)c3cnc[nH]3)CC2)cc1
    0.8	-1.0%	-4.0%	18.8%	-0.5%	1.2%	0.0%	?	-3.7%	-0.6%	-0.2%
> CC(=O)c1sc(N/N=C\c2ccc(Br)cc2)nc1C
    -7.5	?	?	?	?	5.36µM*	?	-6.8%	?	/	3.8%
> CCOC(=O)/C(C(=O)Nc1ccccc1Br)=C1/NC(C)(C)Cc2ccccc21
    /	-6.2%	-0.1%	-2.1%	-5.0%	-2.0%	-3.6%	-0.2%	1.0%	-5.7%	6.1%
> NS(=O)(=O)c1ccc(CNC(=O)c2cnccn2)cc1
    4.3	-0.2%	-4.5%	7.3%	-1.9%	1.2%	/	-1.6%	-4.2%	2.7%	0.0%
> CN1C(C(=O)NCc2ccco2)CC2Cn3c(nc4cc5ccccc5cc43)C21 (centres undefined)
    -6.8	0.1%	1.4%	0.9%	2.1%	-2.9%	/	-4.5%	0.0%	10.2%	1.3%
> CCc1ccc(NC(=O)C2CCN(c3ncnc4c3nc3n4CCCCC3)CC2)cc1
    -16.0	-3.1%	-2.3%	-6.3%	-1.8%	-0.4%	2.4%	-6.3%	2.59µM*	-1.3%	0.6%[0.46 µM]
> COc1ccc(S(=O)(=O)c2c(O)c3ccc(C(=O)Nc4ccc(F)cc4)cc3[nH]c2=O)cc1
    -6.3	-2.3%	-2.1%	4.9%	1.8%	?	52.1%[activator]	-1.2%	10.0%	-7.5%	/
> NS(=O)(=O)c1ccc(CNC(=O)C(Cc2ccccc2)NS(=O)(=O)c2ccccc2F)cc1 (centres undefined)
    9.3	2.0%	-4.2%	-1.7%	12.7%	0.9%	12.8%	-3.7%	0.1%	1.2%	/
> CCC(c1nnnn1C(C)(C)C)N1CCN(C(=O)c2ccco2)CC1 (centres undefined)
    -2.1	-1.1%	-5.1%	0.1%	-6.4%	1.8%	8.7%	4.1%	6.6%	-1.7%	-0.4%
> COc1ccccc1CNC(=O)c1ccccc1OCc1ccc(F)cc1
    -12.2	-1.3%	-0.8%	-2.2%	28.9%	1.5%	-4.3%	?	-27.7%	-6.1%	2.8%
> Cc1cc(-c2cc(C(=O)NCc3ccccc3)on2)nc(NCC2CC2)n1
    10.6	-10.1%	-7.3%	2.4%	-25.0%	5.6%	/	1.0%	12.5%	-3.5%	-0.5%
> O=C(NCc1ccccc1)c1ccccc1NC(=O)C1CCCCC1
    -7.9	1.2%	-0.9%	3.9%	10.8%	-3.0%	/	-5.6%	5.1%	-9.3%	-1.7%
> CCN(CC)CCOC(=O)c1ccc(NC(=O)c2ccc(Cl)c(S(=O)(=O)N3CCCCCC3)c2)cc1
    -33.8	-5.3%	-15.7%	?	?	1.7%	11.3%	-3.8%	?	-5.3%	1.3%
> Cn1c(=O)c2sccc2n(Cc2ccccc2)c1=O
    -72.9*	-1.9%	-6.6%	-0.9%	9.6%	-0.1%	8.9%	-3.2%	21.5%	2.2%	-1.1%
> CC(=O)c1cccc(NC(=S)NC(=O)c2cncc(Br)c2)c1
    2.0	?	2.51µM*	17.8µM*	10µM*	?	3.2%	-12.8%	?	-3.5%	-0.3%
> O=[N+]([O-])c1cc(/C=N/n2cnnc2)ccc1N1CCCC1
    15.0	-3.8%	1.3%	-6.4%	24.5%	-5.2%	-0.4%	4.6%	-12.0%	?	7.2%
> O=C(NC(=S)NCCc1ccccc1)c1cccc(Cl)c1
    4.6	17.0%	21.5%	17.8µM*	12.6µM*	-18.7%	/	5.8%	11.7%	6.9%	3.2%
> CCN(Cc1ccccc1)C(=S)NC(=O)c1ccccc1Br
    -5.5	-5.8%	-8.5%	1.12µM*	0.794µM*	2.3%	36.4%[activator]	1.6%	-28.1%	-2.3%	/
> Clc1cccc(/C(Cc2nc3ccccc3[nH]2)=N\Nc2ccccc2)c1
    -7.3	17.0%	13.5%	?	35.5µM*	?	?	-22.7%	?	-4.0%	0.3%
> COc1ccccc1OCCn1c(C)c(C=O)c2ccccc21
    4.6	-9.5%	-6.8%	?	?	-2.5%	2.0%	3.7%	11.6µM*	-0.9%	-3.5%[11.5 µM]
> Cc1ccc(/C=C(\NC(=O)c2ccccc2)C(=O)N2CCCCC2)cc1
    -0.7	-2.9%	-4.7%	-1.2%	11.7%[1.91 µM]	1.8%	-23.6%	2.2%	-11.8%	-5.3%	-3.6%
> COc1ccc2[nH]c3c(c2c1)CC(C)NC3=O (centres undefined)
    1.7	4.6%	24.1%	-5.3%	3.1%	-4.6%	3.4%	1.9%	?	13.6%	-0.5%[11.5 µM]
> COc1ccccc1NC(=O)Cc1nc(CCl)cs1
    1.4	-3.0%	-1.8%	9.9%	-4.3%[10 µM]	2.8%	9.2%	-2.5%	6.2%	/	10.5%
> Cc1no[n+]([O-])c1COc1ccccc1/C=C1\NC(=S)NC1=O
    -20.0	-2.2%	-2.1%	-14.2%	-2.1%	-3.0%	-5.3%	5.6%	-1.0%	?	-3.5%
> CCOC(=O)N1CCN(C(=O)CSc2ccc(-c3ccccc3OC)nn2)CC1
    -4.7	2.0%	-4.3%	3.4%	22.2%	2.2%	0.4%	13.5%	-10.3%	3.3%	-0.6%
> COC(=O)C(C(=O)Nc1cccc(Cl)c1C)C1CCCC1 (centres undefined)
    -7.5	-0.9%	-6.4%	-9.8%	2.9%	-4.4%	20.5%	2.1%	-3.6%	-4.6%	0.2%
> Cc1ccc(C2=NC3(CCCC3)NC2=S)cc1
    8.9	?	12.2%	7.94µM*	2.51µM*	?	19.8%	2.3%	?	3.6%	0.7%

These rows are one share of the data (hit frequency here may not be typical).
